Source: PubChem (Broad Institute)
DENV2 CPE – inhibitors of DENV2 cytopathic effect. 350,000 tested, 1.7% active. AID 651640. CPE inhibition, % at 9.99 µM. DENV2-infected cells, cytopathic effect rescue, plate reader; in the data active means CPE inhibition above about 20%, passing the limit was not always enough; inconclusive means no clear call, values can overlap the other calls; tested in BHK-21 cells;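 further: 0% = median of neutral control wells and 100% = median of positive control wells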
CFTR F508del cor – correctors of CFTR F508del function in bronchial epithelial cells; CFBE cells, YFP halide quenching; stimulated with forskolin plus potentiator P3; % fluorescence drop versus neutral controls; activity (quench increase), % at 7.58 µM; 350,000 tested, 0.36% active;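 active means mean added fluorescence quench of at least 8% versus neutral control, with both replicates also reaching 8%; inconclusive means only one of the mean or replicate conditions met; inactive means mean below 8% and not both replicates reaching 8%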;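 further: cells transiently co-express mutant CFTR-F508del with the halide-sensitive YFP; corrector assay measuring rescue of mutant channel to the surface after 24 h compound exposure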
miR-122 sensor – miR-122 inhibition in Huh7 cells; Huh7 miR-122 Renilla luciferase sensor, 48 h; neutral wells = 0, positive control = 100; activation (reporter increase), % at 12.5 µM; 340,000 tested, 0.3% active;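 active means mean replicate activation score at least 90 and every replicate individually at or above 90; inconclusive means only one of the two criteria met; inactive means neither criterion met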;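 further: higher luciferase means less miR-122 activity so hits act as miR-122 inhibitors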
EWS-Fli inh – inhibitors of EWS/Fli oncoprotein transcriptional activity; inhibition, % at 12.6 µM; AID 651661; A673 NR0B1-luciferase reporter, viability-normalised; 350,000 tested, 0.67% active;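 active means mean inhibition of at least 50% after viability correction, with every replicate also passing that limit; inconclusive means mean reaches 50% but only one of two replicates passes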;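 further: firefly luciferase signal divided by Alamar Blue viability fluorescence both relative to DMSO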
GSIS activator – GLuc luminescence reporter in INS-1E cells, primary screen for activators of glucose-dependent secretion of insulin; 370,000 tested, 0.61% active; INS-1E GLuc reporter insulin secretion, 2-3 h; activation, % at 16.6 µM;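 active means lowest replicate activation of at least 40%, so every replicate reaches that level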;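 further: 0% = median of neutral control wells and 100% = median of IBMX positive control wells; some compounds called inactive have numbers as strong as hits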
FN deposit inh – fibronectin deposition inhibition | AH1F fibroblasts, Alexa488-fibronectin deposition fluorescence, overnight | inhibition, % at 12.6 µM | 350,000 tested, 0.086% active;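 active means mean inhibition across replicates of 30% or more, regardless of how many single replicates reach that level; inconclusive means mean under 30% yet at least half of replicates reach 30%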;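 further: positive control wells lacked labelled fibronectin entirely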
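Assay system: AH1F fibroblasts / Quantity: 10000 cells per well / Medium: DMEM plus 2% serum, read in PBS / Reagent: labelled fibronectin 24 nM / Dosing: single dose, pinned / Times: 1 h cell attachment, overnight exposure to compound and label / Signal: fluorescence, ex 485 nm, em 525 nm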
PAX8 inh HTS – lowers PAX8-driven luciferase in RMG-I cells; AID 652154; 360,000 tested, 1.2% active; inhibition, % at 12.6 µM; RMG-I TPO-luciferase reporter, SteadyGlo, 24 h;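 active means mean replicate inhibition at least 60% with every replicate also reaching 60%; inconclusive means only one of the two criteria is met; inactive means mean below 60% and not all replicates reaching 60%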;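 further: luciferase light reporting Pax8 driven TPO promoter activity; plate controls were median of neutral control wells for no effect and mitoxantrone controls for full effect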
* hit, by the source's call; ? = inconclusive; . = not tested or not shown; & = joins results of further samples; [ ] = remark or other dose.

Sample of the layout:
SMILES	DENV2 CPE	CFTR F508del cor	miR-122 sensor	EWS-Fli inh	GSIS activator	FN deposit inh	PAX8 inh HTS
Cc1cccc(C(=O)n2c(=S)nc3cc(C)ccn32)c1	-4	0.8	-6	26	12	-6	-3
CCOCCCNC(=O)CN1C(=O)/C(=C/c2ccccc2)Sc2ccccc21	.	.	.	4	5	.	-3

This part in full, from the start:
SMILES	DENV2 CPE	CFTR F508del cor	miR-122 sensor	EWS-Fli inh	GSIS activator	FN deposit inh	PAX8 inh HTS
Cc1cccc(C(=O)n2c(=S)nc3cc(C)ccn32)c1	-4	0.8	-6	26	12	-6	-3
CCOCCCNC(=O)CN1C(=O)/C(=C/c2ccccc2)Sc2ccccc21	.	.	.	4	5	.	-3
C=CC[C@@H](CC(=O)N[C@@H](CO)Cc1ccccc1)C(=O)NC[C@@H](OC(=O)[C@@H](CC=C)CC(=O)OC(C)(C)C)c1ccccc1	2	0.3	.	4	-2	-5	20
O=C(c1ccc(Oc2ccc(C(F)(F)F)cc2[N+](=O)[O-])cc1)N1CCOCC1	-11	.	.	-7	-9	1	6
COC(=O)C(=C/C=C/c1cccnc1)C(=O)OC	-2	-3.5	-3	1	.	-2	1
CCOC(=O)C1(C)CCN1C(=O)c1ccc(F)c(Cl)c1 (centres undefined)	-7	3.2	-5	-6	8	0	-121
O=C(COc1nncc2ccccc12)NCC(F)(F)F	3	-1.0	.	0	44*	0	-13
COc1ccc(-c2nc(S(=O)(=O)c3ccccc3)c(N3CCOCC3)o2)cc1	15	.	.	7	3	3	4
COC(=O)c1ccccc1NC(=O)N1CCN(c2ccc(OC)cc2)CC1	5	-1.6	.	4	3	-3	-9
CC(=O)Nc1cccc(-c2cc(NC(C)=O)c3ncc(-c4cccc(C(F)(F)F)c4)n3c2)c1	-7	0.0	-8	23	-17	4	21
C[C@H]1CN([C@@H](C)CO)S(=O)(=O)c2ccc(-c3ccncc3)cc2O[C@H]1CN(C)C(=O)c1cccc(F)c1	-9&15&-8	1.6	-1	-1&-2&8	18&0	-2&-2	-2&-29&-9
CN1C=CC=C/C1=C1\SC(=S)N(CC(=O)O)C1=O	-3	-1.1	7	2	-1	-8	13
COCCCNC(=O)C[C@H]1C[C@H](C(=O)N(C(C)C)C(C)C)[C@@]2(C)c3[nH]c4ccc(Cl)cc4c3CCN2C1=O	-7	0.9	-12	8	-5	1	3
Cc1ccc(C(=O)Nc2ccc3c(c2)OCCO3)c(Cl)c1	-7	-3.0	.	63*	2	-11	52
CCC1Nc2ncnc(N3CCN(c4ccccn4)CC3)c2N(Cc2ccc(Br)cc2)C1=O (centres undefined)	.	4.2	-1	8	.	-12	16
COc1ccc(C)cc1S(=O)(=O)n1nc(C)cc1C	-1	-0.1	5	-2	22	7	22
O=C(Cc1ccc(Cl)cc1Cl)Nc1ccncc1Cl	-5	2.5	.	11	-31	-7	.
C[C@@H]1CN([C@@H](C)CO)C(=O)c2cc(C#CCc3ccccc3)cnc2O[C@H]1CN(C)Cc1ccccc1	-15	-2.5	.	22	-16	.	4
COc1ccccc1NC(=O)N[C@@H]1CC[C@H](CCNS(=O)(=O)c2ccc(F)cc2)O[C@H]1CO	-1	-1.1	.	1	4	.	4
CN(C)C(=O)C[C@@H]1C[C@@H]2c3cc(NC(=O)c4ccc5c(c4)OCO5)ccc3O[C@@H]2[C@H](CO)O1	-12	-0.9	0[16.7 µM]	-23	-1	13	.
O=[N+]([O-])c1cccc(-c2csc(N/N=C/c3cccc(O)c3)n2)c1	-5	2.3	0	-40	4	2	-22
CCCC(=O)Nc1ccc2c(c1)C(=O)N(C)C[C@@H](OC)[C@@H](C)CN(C(=O)CC)[C@H](C)CO2	.	-1.9	-3[16.7 µM]	1	7	-3	.
O=C(Nc1ccc2ncccc2c1)c1cccc(Br)c1	8	2.3	4	-131	-6	-11	-71
C/C(=N\Nc1ccc(Cl)c(C(=O)O)c1)c1cccc([N+](=O)[O-])c1	7	0.5	-2	-48	-19	0	-54
CC1CC(C)CN(C(=S)Nc2ccc3nc4n(c(=O)c3c2)CCCCC4)C1 (centres undefined)	?	-3.8	-21	-32	-5	-4	8

Look-ups from above.
`C[C@@H]1CN([C@@H](C)CO)C(=O)c2cc(C#CCc3ccccc3)cnc2O[C@H]1CN(C)Cc1ccccc1` in EWS-Fli inh → 22
`O=C(Nc1ccc2ncccc2c1)c1cccc(Br)c1` in GSIS activator → -6
`O=C(Cc1ccc(Cl)cc1Cl)Nc1ccncc1Cl` in DENV2 CPE → -5
`COC(=O)C(=C/C=C/c1cccnc1)C(=O)OC` in FN deposit inh → -2
`COc1ccc(-c2nc(S(=O)(=O)c3ccccc3)c(N3CCOCC3)o2)cc1` in DENV2 CPE → 15

More results
SMILES	DENV2 CPE	CFTR F508del cor	miR-122 sensor	EWS-Fli inh	GSIS activator	FN deposit inh	PAX8 inh HTS
O=C(OCc1ccccc1)N1CCC2CC1c1cc(NCCc3ccccc3)ccc12 (centres undefined)	-3	0.1	1	-30	5	-9	-32
Cc1ccc(S(=O)(=O)N2CCC(=O)N(CCOC(=O)Nc3cc(C)cc(C)c3)CC2)cc1	-5	-0.1	-6	2	-30	4	-3
Cc1nnc(NS(=O)(=O)c2ccc(F)cc2)s1	1	-0.6	-2	5	-18	7	29
CCCNC(=O)N(C)C[C@@H]1Oc2ncc(C#CCC3CCCC3)cc2C(=O)N([C@H](C)CO)C[C@@H]1C	-1	-1.7	-6[16.7 µM]	-3	-29	4	.
CC(C)(C)NC(=O)C(c1ccncc1)N(C(=O)c1csnn1)c1ccccc1 (centres undefined)	-3	1.4	-5	16	0	.	.
CNC[C@@H]1Oc2ccc(NC(=O)NC(C)C)cc2CC(=O)N([C@@H](C)CO)C[C@@H]1C	8	-2.2	-2[16.7 µM]	-1	19	.	92*
O=C(O)CC(CC(=O)Nc1ccccc1C(=O)O)c1ccccc1 (centres undefined)	1	1.8	12	3	12	3	3
Fc1ccccc1Nc1nc(-c2ccncc2)nc2ccccc12	3	2.8	.	7	22	6	11
C[C@H](CO)N1C[C@H](C)[C@@H](CN(C)C(=O)Nc2ccc(F)cc2)Oc2cc(/C=C/c3ccccc3)ccc2S1(=O)=O	-2	3.9	-3[16.7 µM]	31	-19	16	.
CCOC(=O)c1c(-c2ccc(F)cc2)csc1NC(=O)C1CCCO1 (centres undefined)	-8	-1.6	.	5	-12	3	-19
COc1ccc2c3c(n(C)c2c1)[C@@H](CO)N(CC1CC1)CC31CCN(C(=O)c2cccc(F)c2)CC1	-6	-0.1	.	-14	-11	0	13
Cc1ccccc1/C=N/n1c(-c2cc(-c3ccccc3)n[nH]2)n[nH]c1=S	0	-0.6	-12	6	-1	1	2
CCn1c(COc2ccc(C)cc2)nnc1SCC(=O)NCc1ccco1	.	-2.1	.	5	-16	-2	8
CC(C)C#Cc1ccc2c(c1)O[C@@H](CN(C)C(=O)c1ccccc1)[C@H](C)CN([C@@H](C)CO)S2(=O)=O	-2	0.7	22[16.7 µM]	7	-9	-7	-1
COc1ccccc1C#Cc1cnc2c(c1)C(=O)N([C@@H](C)CO)C[C@@H](C)[C@@H](CN(C)C(=O)CC1CC1)O2	?	-1.8	30[16.7 µM]	3	-22	-11	.
Cc1nc2scc(C)n2c(=O)c1S(=O)(=O)N1CCN(c2ccccc2F)CC1	4	1.9	-2	.	-12	1	9
CCOC(=O)c1c(NC(=O)c2noc(C)c2[N+](=O)[O-])sc(C(C)=O)c1C	0	.	.	14	3	0	5
C[C@@H]1CCCCO[C@H](CN(C)C(=O)NC2CCCCC2)[C@@H](C)CN([C@@H](C)CO)C(=O)c2cc(NC(=O)c3ccccc3)ccc2O1	13	-1.1	-3[16.7 µM]	12	-16	2	1
O=C(Nc1nc2ccccc2s1)C1CC(=O)N(c2ccccc2)C1 (centres undefined)	.	.	5	.	-3	-9	15
Cc1nc2ccc([N+](=O)[O-])cc2c(=O)n1Cc1ccc([N+](=O)[O-])cc1	-4	2.4	-2	8	.	8	33
Cc1cc(C)n2nc(C(=O)OCC(=O)N(C)C3CCS(=O)(=O)C3)nc2n1 (centres undefined)	-7	-0.6	-6	3	.	-1	7
O=C(NCc1ccco1)c1ccc2c(c1)CCO2	3	-0.3	-4	0	9	-4	-9
COCCCNC(=O)c1ccc(C2SCC(=O)N2Cc2ccco2)cc1 (centres undefined)	-9	-3.2	.	-90	2	.	-10
Cc1ccc(Nc2nc(COC(=O)COc3ccc(C=O)cc3)cs2)cc1	.	.	0	.	-18	14	-125
CCNC(=O)[C@@H]1[C@@H](CO)[C@@H]2Cn3c(ccc(-c4ccncc4)c3=O)[C@@H]2N1Cc1ccc2c(c1)OCO2	-8	0.9	3[16.7 µM]	2	1	.	5

(further entries)
SMILES	DENV2 CPE	CFTR F508del cor	miR-122 sensor	EWS-Fli inh	GSIS activator	FN deposit inh	PAX8 inh HTS
CC1(C)Cc2nc3sc4c(=O)n(Cc5ccccc5)cnc4c3cc2CS1	4	6.8	2	6	.	0	-24
O=C(NC1CC2CCC(C1)N2Cc1ccccc1)c1ccccc1Cl (centres undefined)	-7	0.0	0	-2	6	-1	18
Fc1ccc2c(-c3cccc(C(F)(F)F)c3)c(-c3ccccc3)ncc2c1	15	-0.9	2	-2	-23	9	-15
CNC[C@H]1Oc2ncc(-c3ccc(OC)cc3)cc2C(=O)N([C@@H](C)CO)C[C@@H]1C	.	-1.5	-6[16.7 µM]	-9	-1	7	-21
CCCc1cc(=O)oc2cc(OCC(=O)NC3CCN(Cc4ccccc4)CC3)ccc12	-6	-0.2	2	4	44*	-3	4
CC(C)NC(=O)N(C)C[C@@H]1Oc2ccc(NC(=O)C3CC3)cc2C(=O)N([C@H](C)CO)C[C@@H]1C	-1	3.2	2[16.7 µM]	-4	14	.	-11

Whole records as entered above:
Shown for CC1(C)Cc2nc3sc4c(=O)n(Cc5ccccc5)cnc4c3cc2CS1 : DENV2 CPE: 4; CFTR F508del cor: 6.8; miR-122 sensor: 2; EWS-Fli inh: 6; GSIS activator: .; FN deposit inh: 0; PAX8 inh HTS: -24
Shown for O=C(NC1CC2CCC(C1)N2Cc1ccccc1)c1ccccc1Cl (centres undefined) : DENV2 CPE: -7; CFTR F508del cor: 0.0; miR-122 sensor: 0; EWS-Fli inh: -2; GSIS activator: 6; FN deposit inh: -1; PAX8 inh HTS: 18
Shown for CCCc1cc(=O)oc2cc(OCC(=O)NC3CCN(Cc4ccccc4)CC3)ccc12 : DENV2 CPE: -6; CFTR F508del cor: -0.2; miR-122 sensor: 2; EWS-Fli inh: 4; GSIS activator: 44*; FN deposit inh: -3; PAX8 inh HTS: 4
